VLA-4 inh: inhibition in a human VLA-4 binding assay; inhibition, % (about 7 µM as worked out from the volumes in the protocol); AID 2557; VLA-4 expressing cells, ligand binding flow cytometry; hit rate 0.2% among 330,000; in the data active = inhibition above about 50%
GRK2 aptamer HTS: blocks RNA aptamer binding to human GRK2 | bead flow cytometry, FAM-aptamer displacement from GRK2 | inhibition of aptamer binding, % at 10 µM | hit rate 0.59% among 330,000 | AID 488847;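 active = inhibition of aptamer binding above 40%, roughly 3 SD of noise, on plates passing a quality check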;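 also: median bead fluorescence of bound FAM aptamer so fluorescent compounds give negative values; no value below 0 was filed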
GLD-1 TGE inh: GLD-1-TGE RNA interaction inhibition (C. elegans). AID 2280. Q17339. inhibition, % at 5.96 µM. purified GLD-1 + fluorescein TGE RNA, fluorescence polarization. hit rate 0.44% among 320,000;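 active = percent inhibition above a per-plate cutoff, the plate mean of test compounds plus 3 SD, cut at about 30% in these data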;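 also: 0% = DMSO wells with GLD-1 and probe and 100% = wells lacking GLD-1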
Target sequence (Q17339 whole entry, looked up): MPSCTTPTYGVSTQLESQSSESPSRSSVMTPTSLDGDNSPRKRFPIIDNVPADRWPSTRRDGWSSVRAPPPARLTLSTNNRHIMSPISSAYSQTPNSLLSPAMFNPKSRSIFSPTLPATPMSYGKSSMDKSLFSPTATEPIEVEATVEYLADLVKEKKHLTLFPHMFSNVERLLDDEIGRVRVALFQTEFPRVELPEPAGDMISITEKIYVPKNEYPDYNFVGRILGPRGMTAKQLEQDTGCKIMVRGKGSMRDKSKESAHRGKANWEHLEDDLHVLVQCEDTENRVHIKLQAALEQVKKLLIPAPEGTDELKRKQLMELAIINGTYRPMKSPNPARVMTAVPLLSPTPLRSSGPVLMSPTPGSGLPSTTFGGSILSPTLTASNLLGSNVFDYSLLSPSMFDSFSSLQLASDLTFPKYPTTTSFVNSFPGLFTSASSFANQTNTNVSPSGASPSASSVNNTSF
Fam108B inh: counter-screen for RBBP9 inhibitors: inhibitors of mouse Fam108B; recombinant Fam108B, FP-Rh probe fluorescence polarization; inhibition, % at 9.51 µM; hit rate 0.33% among 300,000;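 active = inhibition above the screen mean inhibition plus 3 SD, computed separately per campaign, cut at about 18% in these data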;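 also: inhibitors lower polarization as less probe binds the enzyme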
AGP1-GFP MLPCN: yeast TOR pathway AGP1-GFP modulation. S. cerevisiae AGP1-GFP multiplex flow cytometry, 3 h; GFP as percent of DMSO wells. hit rate 0.02% among 320,000. GFP response vs DMSO, % at 10 µM. AID 2066;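 active = GFP response relative to DMSO above a set limit, near screen average plus 3 SD, cut at about 150% in these data; inconclusive = fewer than 70 cells counted for the yeast strain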;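 also: median GFP channel fluorescence of the gated AGP1 strain per well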
MCL1 BIM primary: inhibitors of human MCL1 binding to BIM-BH3 peptide; inhibition, % at 10.9 µM; AID 2057; Q07820; GST-MCL1 / FITC-Bim-BH3 fluorescence polarization; hit rate 0.68% among 320,000;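 active = inhibition above the mean inhibition of all tested compounds plus 3 SD, set per campaign, cut at about 40% in these data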;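 also: 0% = DMSO wells and 100% = unlabeled Bim-BH3 peptide control; higher means more loss of mP so more displacement of Bim peptide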
Target sequence (Q07820 whole entry, looked up): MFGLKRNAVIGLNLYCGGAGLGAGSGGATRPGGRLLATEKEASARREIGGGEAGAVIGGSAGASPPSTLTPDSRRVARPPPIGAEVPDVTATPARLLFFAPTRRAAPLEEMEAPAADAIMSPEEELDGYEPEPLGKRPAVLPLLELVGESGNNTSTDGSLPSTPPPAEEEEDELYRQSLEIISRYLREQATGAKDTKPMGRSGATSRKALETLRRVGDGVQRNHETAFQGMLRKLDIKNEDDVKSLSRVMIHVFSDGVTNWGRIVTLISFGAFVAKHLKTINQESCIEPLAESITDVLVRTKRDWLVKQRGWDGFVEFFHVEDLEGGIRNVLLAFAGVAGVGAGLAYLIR
MEX-5 binding: C. elegans MEX-5 TCR-2 RNA binding activity; MEX-5/FITC-TCR2 RNA binding, fluorescence polarization; active compounds read low; hit rate 0.38% among 300,000; AID 1832; activity score (negative = inhibition of binding), % at 10 µM;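 active = inhibition past about -25% in most replicates, and total fluorescence under double the plate's negative control median, limit read from the data; inconclusive = replicates evenly split on the limit, or fluorescence at least double controls; inactive = too little inhibition in most replicates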;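 also: 0% = DMSO and -100% = 5 µM competing unlabeled TCR2 RNA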
BCLXL inh: Bcl-xL (human) inhibition; Q07817; hit rate 0.7% among 320,000; GST-Bcl-xL / FITC-Bim BH3 peptide fluorescence polarization; inhibition, % at 10.9 µM; AID 2129;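 active = inhibition above the mean of all tested compounds plus 3 SD, cutoff set per campaign, cut at about 30% in these data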;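 also: 0% = DMSO wells and 100% = unlabeled Bim-BH3 peptide competitor; inhibitors lower millipolarization by displacing the labeled peptide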
Target sequence (Q07817 whole entry, looked up): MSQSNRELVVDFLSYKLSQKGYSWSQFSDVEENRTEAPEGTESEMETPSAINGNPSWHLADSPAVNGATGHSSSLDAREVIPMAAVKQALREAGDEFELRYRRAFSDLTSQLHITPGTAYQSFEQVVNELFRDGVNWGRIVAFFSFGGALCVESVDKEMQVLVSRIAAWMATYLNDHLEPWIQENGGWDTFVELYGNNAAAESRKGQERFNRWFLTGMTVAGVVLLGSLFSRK
CIT2 TOR yeast: modulators of TOR pathway CIT2-GFP in S. cerevisiae; S. cerevisiae CIT2-GFP strain, flow cytometry, 3 h; 100 means same as DMSO wells; GFP response vs DMSO, % at 10 µM; hit rate 0.065% among 320,000; AID 2029;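 active = GFP response relative to DMSO above a set limit, near the screen mean plus 3 SD, cut at about 150% in these data; inconclusive = Fewer than 70 cells measured for a yeast strain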;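 also: ratio of well median GFP fluorescence to mean of DMSO wells on the plate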
Numbers without * were called inactive; ? = inconclusive; . = no result given; [ ] = remark or other dose.

compound	VLA-4 inh	GRK2 aptamer HTS	GLD-1 TGE inh	Fam108B inh	AGP1-GFP MLPCN	MCL1 BIM primary	MEX-5 binding	BCLXL inh	CIT2 TOR yeast
Cc1c(Cl)cccc1NC(CC(=O)c1ccccc1)C(=O)O (centres undefined)	-18	0	4	1	101[may fluoresce green]	8	1.5	5	96[may fluoresce green]
CC(=O)Nc1ccc(S(=O)(=O)Nc2ccc3c(c2)OCCO3)cc1	-4	1	3	1	102	6	2.6	2	89
O=C(COC(=O)c1ccncc1)Nc1cc(Cl)ccc1Cl	-4	0	3	-2	92	2	0.2	1	98
CCN(CC(=O)NCc1ccc(F)cc1)C(=O)c1cc2ccccc2o1	6	0	-6	1	100	-5	1.4	1	97
CN(C)/C=C(\C#N)C(=O)c1cccnc1Oc1cccc(F)c1	6	0	5	3	100	1	-0.9	-1	106
C/C(=N/OC(=O)c1c(-c2ccccc2Cl)noc1C)c1cnccn1	6	4	-5	2	105	-4	2.6	2	98
Cc1oc2cc(OC(C)C(=O)O)ccc2c(=O)c1Oc1ccccc1 (centres undefined)	8	3	8	-1	103	-5	-0.1	0	83
COc1cccc(NC(=O)CN2CCN(CC(=O)Nc3ccc(F)cc3)CC2)c1	1	0	3	-1	97	-11	0.7	-4	93
O=C1CCCC(=O)C1=C1SCCCS1	6	1	4	4	102	1	-1.4	5	111
Cc1ccc(C(=O)OCC(=O)N2CC(C)OC(C)C2)cc1 (centres undefined)	12	0	9	3	97	2	0.9	0	95
OCc1cccc[n+]1CCc1ccccc1	26	2	-2	-6	98	7	-4.2	6	91
O=[N+]([O-])c1cccc2ccc(/C=C/c3ccc(F)cc3)nc12	-2	0	12	4	91	-3	3.6	2	83
CCOc1cc(/C=N/O)cc(Br)c1OCC(=O)NCc1ccccc1	7	2	5	-3	96	1	-2.1	2	94
Cc1nc2ncnn2c(N2CCN(C(=O)Cc3cccs3)CC2)c1C	0	1	4	5	.	30	2.5	5	95
CCCc1cc(=O)oc2c(C)c(OCC(=O)N3CCC(C(=O)O)(c4ccccc4)CC3)ccc12	-13	1	1	4	111	3	0.0	6	110
CCC(OC(=O)CN1C(=O)C(=O)c2ccccc21)C(=O)Nc1ccc(S(N)(=O)=O)cc1 (centres undefined)	7	2	-1	-4	101	-4	-1.2	0	97
Cc1ccc(NC(=O)C2CCN(S(=O)(=O)c3ccc4c(c3)OCCO4)CC2)nc1	6	1	0	2	100	2	-3.3	1	104
COCCn1c(C)cc(C(=O)CSc2ccc(NC(C)=O)cc2)c1C	-10	0	-7	0	99	13	-3.3	9	111
Cc1nn(C)c(Oc2ccccc2)c1CCNS(=O)(=O)c1ccccc1	-8	0	0	2	98	4	.	7	96
CCOc1ccc(/C(O)=C2/C(=O)C(=O)N(CCOCCO)C2c2ccccc2)cc1 (centres undefined)	11	3	2	5	93	1	0.9	1	88
CCOC(=O)N1CCN(CC(=O)Nc2c(C(=O)OC)[nH]c3ccccc23)CC1	-1	0	1	3	110	0	-0.5	-6	108
CCCCn1c(=O)nc2n(-c3ccc(Cl)cc3)c3ccccc3cc-2c1=O	10	0	-9	3	107	0	-5.0	2	96
Cn1cccc1/C=N/NC(=O)C12CC3CC(CC(C3)C1)C2	-9	2	4	0	99	3	-0.7	2	103
COc1ccccc1Cn1c(-c2ccccc2OC)nc2ccccc21	5	0	3	7	113	4	-0.9	7	104
CCC(C)(C)NC(=O)C(c1ccc(C)cc1)N(Cc1ccco1)C(=O)CCC(=O)Nc1nccs1 (centres undefined)	30	1	-4	1	96	3	0.6	4	93
CC(C)(C)c1nc2sc3c(c2c(=O)o1)CCCC3	1	0	3	9	104	2	-0.5	3	94
O=C(NCc1ccco1)c1ccc(=O)[nH]n1	-3	1	9	10	94	10	-0.3	1	97
CCCOc1ccc(/C=C/C(=O)N2CCOCC2)cc1	6	3	8	0	105	7	2.9	5	106
CCN(CC)S(=O)(=O)c1ccc(C(=O)NC(=S)N(CCC#N)Cc2cccnc2)cc1	0	1	-1	3	98	-6	3.6	-1	95
CCN(CC)S(=O)(=O)c1ccc(N2CCCC2)c(NC(=O)Cc2ccccc2)c1	6	2	2	1	105	-7	-1.3	-2	79
O=C(NCCCN1CCOCC1)C(=O)N/N=C/c1c(Cl)cccc1Cl	4	0	3	-1	104	19	1.0	4	104
Cc1cnc(C)c(N2CCC(C(=O)NCc3cccs3)CC2)n1	6	0	-3	2	92	1	-2.1	2	91
CC(C)(C)NS(=O)(=O)c1cc(C(=O)Nc2sccc2C#N)ccc1Cl	1	5	-19	0	98	-23	5.9	-9	100
O=C(Nc1ncccc1O)c1cc2ccccc2o1	-5	0	-6	7	111	10	-3.7	2	103
COc1cccc(OCc2nnc(SCC(=O)NNC(=O)C3CCCCC3)n2C)c1	3	2	5	2	102	0	0.3	-3	100
CC(C)(C)C(=O)/C=C(\N)c1ccccn1	7	0	-1	0	102	1	-0.4	3	103
Cc1ccc2c(c1)N(C(=O)CCC(=O)Nc1ccccc1Cl)CC(C)O2 (centres undefined)	7	0	1	4	94	10	-0.6	1	86
CCC(=O)Nc1nc2ccc(NC(C)=O)cc2s1	5	1	1	1	100	3	1.1	8	96
COc1cccc(OCC(=O)O/N=C(\N)c2ccncc2)c1	7	6	5	-3	108	6	-2.3	4	104
CC(C)c1onc(C(=O)Nc2cccc(Cl)c2)c1[N+](=O)[O-]	9	0	-2	-5	90	4	0.7	2	95
O=c1[nH]nc(CNc2cccc(C(F)(F)F)c2)c2ccccc12	6	0	4	-3	110	3	2.0	1	105
O=C(COc1ccccc1)NCCc1nc2ccccc2[nH]1	0	59*	-6	-1	105	8	-0.8	6	99
CC1CN(Cc2nc3c(c(=O)n(C)c(=O)n3C)n2CCCc2ccccc2)CC(C)O1 (centres undefined)	-19	2	-3	11	102	5	-0.2	2	116
Cc1ccc2c(c1)N(C(=O)CCC(=O)N1CCOCC1)CC(C)O2 (centres undefined)	6	1	1	-3	87	-2	-0.8	0	98
CCCS(=O)(=O)c1c(S(=O)(=O)CCC)c2c3ccccc3ccn2c1C(=O)OC	-16	0	-3	-4	90	-1	-0.2	-4	93
COC(=O)CCNc1n[nH]c(=O)[nH]c1=O	9	0	11	4	106	-2	0.5	-1	111
CCOc1ccccc1NC(=O)C1CCN(S(=O)(=O)c2c(C)noc2C)CC1	4	0	1	4	101	9	-0.8	5	100
O=C(O)c1ccc(N=Nc2c(O)ccc3ncccc23)cc1	-5	0	3	17	37[may fluoresce violet]	51*	-9.9	18	?
CCOC(=O)CN(C(=O)COc1nc(C)cc(C)c1C#N)c1cccc(Cl)c1	-1	3	2	-2	108	-2	0.0	1	98
Cc1ccc(-c2nnc(SCC(N)=O)nc2-c2ccc(C)cc2)cc1	-13	0	-8	0	96	-1	2.1	1	94
Cc1cc(C)n(CC2CC(=O)N(c3ccc(Cl)cc3)C2=O)n1 (centres undefined)	19	0	3	-5	100	5	-0.8	-2	90
Cc1cc(C)c(C#N)c(SCc2ccc(F)cc2)n1	2	2	5	0	98	7	1.0	5	104
Nc1cc(C(=O)OCC(=O)N2CCCC2=O)ccc1Cl	-2	2	0	2	103	3	-1.4	2	91
O=C(CN(Cc1ccc(Cl)cc1)C(=O)c1csnn1)NCc1ccccc1	2	0	9	9	98	9	0.6	6	100
O=C(O)c1ccc(N/N=C2/CCCc3ccccc32)cc1	-5	2	4	-2	87	7	-7.2	14	76
Cc1cc(NC(=O)c2cc(C)on2)n(-c2ccccc2)n1	.	0	2	0	101	2	1.3	1	94

(cont.)
compound	VLA-4 inh	GRK2 aptamer HTS	GLD-1 TGE inh	Fam108B inh	AGP1-GFP MLPCN	MCL1 BIM primary	MEX-5 binding	BCLXL inh	CIT2 TOR yeast
COc1ccccc1N1CCN(C(=O)c2ccc(Cl)c(S(=O)(=O)N3CCCC3)c2)CC1	-3	8	-2	1	100	10	2.6	9	95
CC1CCCC(C)N1c1nnc(NC(=O)c2cc(-c3ccc(Br)cc3)on2)s1 (centres undefined)	-4	0	-5	-3	92	-1	-0.3	2	97
Cn1c(=O)c(S(=O)C2CCCCC2)c(O)c2ccccc21 (centres undefined)	16	1	5	3	91	3	0.6	5	68
CCOC(Cn1c(-c2ccc(OC)cc2)nc2ccccc21)OCC	17	4	4	-5	98	0	-3.5	1	102
NS(=O)(=O)c1ccc(NC(=S)N2CCN(c3ccc(Cl)c(Cl)c3)CC2)cc1	19	1	0	6	91	9	-0.6	2	93
Cc1cc(C)cc(OCC(=O)Nc2ccc(N3CCN(C(=O)c4ccco4)CC3)cc2)c1	0	2	12	1	92	2	2.1	2	88
Cc1cc(C)n(CC(=O)NNC(=O)c2ccc(OC(F)(F)F)cc2)n1	7	3	0	.	100	.	.	.	107
Cc1ccc(-c2nnc(SCc3nc(N)nc(Nc4ccccc4C)n3)n2N)cc1	1	1	7	-2	107	-6	-0.2	-8	109
O=[N+]([O-])c1ccc(N(c2ccccc2)c2ccccc2)cc1	12	5	-21	6	101	-51	-12	-14	98
CCCCC[n+]1ccn(C2=C([O-])c3ccccc3C(=O)/C2=N\S(=O)(=O)c2ccccc2)c1	-5	0	6	5	100	6	-0.4	8	102
Cc1ccc(S(=O)(=O)/C(=C/Cl)NC(=O)c2ccccc2)cc1	0	0	5	3	99	2	1.6	4	99
O=C(NCc1ccc2c(c1)OCO2)c1ccc2c(c1)N(Cc1c(F)cccc1Cl)C(=O)CS2	8	0	-11	-8	101	6	4.9	6	97
CC(C)(C)C(=O)Nc1nnc(SCC(=O)NCc2ccco2)s1	8	2	1	3	105	-2	2.9	5	102
COc1cccc(C(C)NC(=O)Nc2ccccc2Cl)c1 (centres undefined)	38	11	-3	4	100	5	2.3	4	104
CC(=O)Cc1ccccc1OCC(=O)O	-8	0	-2	0	96	-6	0.6	-4	85
Cc1ccc2nc(-c3ccccn3)c(NC3CCCC3)n2c1	-2	0	-1	5	89	10	0.7	10	.
Cc1c(CC(=O)NCCC(=O)O)c(=O)oc2cc3oc4c(c3cc12)CCCC4	14	0	1	-2	101	-3	6.9	-2	98
CCc1c(C(=O)NC2CCCc3ccccc32)[nH]c(C)c1C(C)=O (centres undefined)	40	0	-2	-5	99	3	-4.0	7	96
O=C(O)c1cc2cc(Oc3ccccc3)ccc2[nH]1	-4	3	-4	3	93	-2	0.1	1	103
CCN(c1ccccc1)S(=O)(=O)c1ccc(OC)c(NC(=O)CN(C)C)c1	-1	0	1	0	100	2	-1.7	1	93
CCOC(=O)c1sc(NCC2CCCO2)nc1C (centres undefined)	17	1	-1	0	92	9	1.7	3	89
CCOc1cc(-c2c(C#N)c(N)nc3c2CCCC3)ccc1O	12	0	1	-1	105	-9	-0.4	0	110
CCc1ccc([C@H]2C(C(=O)O)=C[C@@H](CC3CCCC3)N2S(=O)(=O)c2ccc(C)cc2)cc1	27	1	4	.	89	.	.	.	75
